Bioassay records as filed in PubChem BioAssay.
Neddyl block – cullin neddylation inhibition; P61081+Q13564; calls only at 25 µM; TR-FRET cullin neddylation, biochemical; 360,000 compounds, 0.58% hits; AID 651699; in the data active = inhibition above about 36%
DNMT1 block – blocks human DNA methyltransferase DNMT1; P26358; DNMT1 molecular beacon, Hinp1I cleavage, fluorescence; inhibition (reported as % activation of signal), % at 10 µM; 360,000 compounds, 0.83% hits; AID 588458; in the data active = inhibition above about 50%
SKN-1 inh – inhibitors of C. elegans SKN-1; C. elegans VP596 Pgst-4::GFP/RFP ratio, acrylamide-induced, 24 h; inhibition, % at 21.8 µM; 360,000 compounds, 0.49% hits;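 active = interference check ratio from 0.5 to 1.5 plus GFP to RFP signal ratio inhibition reaching or exceeding a fixed threshold, cut at about 30% in these data, passing the limit was not always enough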; note: some compounds called inactive have numbers as strong as hits
SUMO1 PPI mod – alters human SUMO1 binding to SIM partners; P63165; SUMO1 binding to a labelled peptide, TR-FRET, 1 h; inhibition, % at 20 µM; 360,000 compounds, 0.33% hits; in the data active = inhibition above about 37%
STEP block – inhibitors of human striatal-enriched phosphatase STEP. P54829. recombinant STEP, OMFP fluorogenic substrate, fluorescence. inhibition, % at 20 µM. 360,000 compounds, 0.25% hits;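 active = inhibition at 20 µM, scaled per plate between control wells, above about 37%, limit read from the data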;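 note: 0% = DMSO with enzyme and substrate and 100% = substrate only without enzyme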
Target sequence (P54829 whole entry, looked up): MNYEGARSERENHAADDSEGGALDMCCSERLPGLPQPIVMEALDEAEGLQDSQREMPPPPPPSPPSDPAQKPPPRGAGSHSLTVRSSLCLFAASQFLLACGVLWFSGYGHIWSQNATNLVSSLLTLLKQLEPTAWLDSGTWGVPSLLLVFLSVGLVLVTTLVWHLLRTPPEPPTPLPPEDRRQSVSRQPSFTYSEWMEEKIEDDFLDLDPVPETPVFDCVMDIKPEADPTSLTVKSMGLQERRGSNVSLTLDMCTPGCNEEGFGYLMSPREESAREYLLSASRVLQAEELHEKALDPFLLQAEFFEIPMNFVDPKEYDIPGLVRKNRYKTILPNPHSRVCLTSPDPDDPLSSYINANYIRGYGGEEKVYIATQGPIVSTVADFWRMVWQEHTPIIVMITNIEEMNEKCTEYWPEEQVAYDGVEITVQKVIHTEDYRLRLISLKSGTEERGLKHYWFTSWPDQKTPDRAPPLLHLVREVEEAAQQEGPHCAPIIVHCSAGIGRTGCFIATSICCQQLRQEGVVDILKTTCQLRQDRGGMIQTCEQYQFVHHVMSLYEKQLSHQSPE
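medium = Bis-Tris buffer pH 6.0, 2.5 mM DTT, 0.005% Tween 20 | test system = STEP (striatal-enriched tyrosine phosphatase) enzyme, cell-free | measure = normalized % inhibition | compound dosing = 20 µM, 1% DMSO | also added = 25 µM OMFP | schedule = reaction 20 min, ambient temperature | measured by = fluorescence read at 480 nm ex / 540 nm em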
Tb MetRS inh – Trypanosoma brucei MetRS inhibition | purified T. brucei MetRS, ATP depletion, Kinase-Glo luminescence | inhibition, % at 11.9 µM | 360,000 compounds, 0.4% hits | AID 624268;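 active = inhibition above a per-plate cutoff of the control wells' mean inhibition plus 3 SD, cut at about 5.5% in these data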;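 note: 0% = DMSO wells median and 100% = median of wells with control inhibitor compound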
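Dosing: 11.9 µM compound single dose, 0.9% DMSO; Assay system: purified T. brucei MetRS enzyme; Measured by: Kinase-Glo luciferase luminescence reporting remaining unconsumed ATP; Schedule: 15 min plus 2 h at 25 °C.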
Scp-1 inhibitor – Scp-1 (human) phosphatase inhibition; Q9GZU7; Recombinant Scp1, phosphopeptide, malachite green phosphate absorbance; inhibition, % at 20 µM; 340,000 compounds, 0.88% hits; AID 493091;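 active = inhibition above about 50% at 20 µM, limit read from the data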;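 note: plate controls were DMSO wells with enzyme for no effect and wells lacking enzyme for full effect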
Target sequence (Q9GZU7 76-261 limits assumed): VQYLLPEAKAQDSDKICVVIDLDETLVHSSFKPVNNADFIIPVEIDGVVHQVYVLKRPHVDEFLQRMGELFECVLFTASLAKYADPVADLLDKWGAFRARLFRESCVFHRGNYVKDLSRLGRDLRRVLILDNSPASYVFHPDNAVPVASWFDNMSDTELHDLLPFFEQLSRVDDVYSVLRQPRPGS
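Test system: SCP-1 phosphatase catalytic domain, residues 76-261; measured by: colorimetric phosphate reagent with accelerator and stabiliser, absorbance at 630 nm; timing: enzyme reaction 45 min at room temperature, colour 5 min, stabilisation 30 min; also added: Phosphorylated 17-residue peptide substrate; compound dosing: one concentration, 20 µM, with 1.0% DMSO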
CendR NRP1 mod – NRP-1/CendR interaction modulation; O14786; FAM-RPARPAR peptide binding to NRP-1, fluorescence polarization; inhibition, % at 25 µM; 360,000 compounds, 0.85% hits; AID 602438;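 active = inhibition or corrected inhibition above about 18%, plus a signal ratio from 0.5 to 1.5, limit read from the data, passing the limit was not always enough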; note: strong numbers were not always called active
NadD inh – NadD (S. aureus) enzyme inhibition; 360,000 compounds, 0.78% hits; purified NadD enzyme, colorimetric absorbance read-out; AID 602399; inhibition, % at 20 µM; in the data active = inhibition above about 26%; note: some compounds past the cut are filed as inactive
LMPTP block – LMPTP (human) inhibition; P24666; recombinant LMPTP-A, OMFP fluorogenic substrate, fluorescence intensity; inhibition, % at 20 µM; 360,000 compounds, 0.22% hits; AID 651560;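 active = compounds that cut the enzyme signal by at least half of the control window in the single-dose screen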;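 note: plate controls were DMSO wells with enzyme plus substrate for no effect and substrate without enzyme for full effect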
Target sequence (P24666 whole entry, looked up): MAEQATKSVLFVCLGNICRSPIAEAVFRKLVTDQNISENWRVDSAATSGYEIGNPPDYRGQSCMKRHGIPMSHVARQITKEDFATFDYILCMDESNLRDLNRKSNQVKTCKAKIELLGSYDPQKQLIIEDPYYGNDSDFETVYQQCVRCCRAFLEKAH
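test system = LMPTP-A | amount = 0.625 nM LMPTP-A final | reagent = fluorogenic phosphatase substrate OMFP at 400 µM final | incubation = 50 min at room temperature | benchmarks = no-enzyme low control, uninhibited high control | medium = Bis-Tris pH 6.0, DTT, detergent | signal = fluorescence intensity of OMFP turnover product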
The depositor's hits bear a star; i = inactive; nt = no result given; + = active, no number.

The line under a structure holds: Neddyl block, SKN-1 inh, DNMT1 block, STEP block, CendR NRP1 mod, NadD inh, SUMO1 PPI mod, Tb MetRS inh, LMPTP block, Scp-1 inhibitor
CC(=O)c1c(C)[nH]c(C(=O)OCC(=O)Nc2cccnc2Cl)c1C
 : i, 30, 2, -2, 12, -3, 4, -0.4, 0.1, -4
Cn1c2ccccc2c2cc(C(=O)N3CCN(CCO)CC3)sc21
 : i, 29, -9, 17, -4, 7, -4, 0.1, 2.7, -6
COc1ccc(Cc2nnc(SCC(=O)c3cccc([N+](=O)[O-])c3)n2C)cc1
 : i, 2, -5, 2, -8, 1, -20, 0.2, -0.4, 1
O=C(Nc1cc(S(=O)(=O)N2CCOCC2)ccc1N1CCOCC1)c1ccc(S(=O)(=O)N2CCCCC2)cc1
 : i, -5, 0, 0, 7, -10, -2, -0.6, 1.3, -6
COc1cccc(C(=O)NCC2CCCN(C(=O)Cc3cccc(C)c3)C2)c1OC (centres undefined)
 : i, 17, 1, -1, 1, 4, -5, -0.4, -1.5, nt
CCn1c2ccccc2c2cc(CN3CCN(C(=O)c4ccco4)CC3)ccc21
 : i, 31, -10, 2, -9, 3, 2, -0.8, 1.1, -3
O=C(CCC(=O)c1ccc(F)cc1)NCC1(N2CCCCC2)CCCCC1
 : i, 14, -1, -2, -8, -3, -2, -0.1, 0.9, 4
COc1ccccc1C(=O)COC(=O)c1cccc(-n2cnnn2)c1
 : i, -12, -4, 4, 1, 0, -12, 0.0, -7.3, -11
O=C(Nc1ccccc1)c1sc(N2CCOCC2)nc1-c1ccccc1
 : nt, -2, -1, -3, 1, 3, -2, -0.5, 0.4, 2
Brc1ccc2ncnc(Nc3cccc4ccccc34)c2c1
 : i, 19, -6, 0, 1, 5, -3, -0.5, 1.6, -2
Cc1ccc(NC(=O)c2ccc(OC(F)F)cc2)cc1S(=O)(=O)N(C)C
 : i, -7, -9, 1, 17, -2, -1, -0.7, 0.2, -1
CCN1C(=O)[C@@H]2[C@@H](c3ccc(-c4ccc(OC)cc4)c(OC)c3)N3CCCC[C@@]3(C(=O)OC)[C@@H]2C1=O
 : i, 16, -13, 0, -8, 8, -4, 0.1, 0.7, -3
O=C(Oc1ccc(C(=S)N2CCOCC2)cc1Br)c1cc(Cl)ccc1Cl
 : i, 6, 2, 2, 6, -5, 17, -1.1, 1.5, -12
CC(c1ccc(F)cc1)n1c(-c2ccc3ccccc3n2)n[nH]c1=S (centres undefined)
 : i, -6, 3, 3, 2, 25, 9, -0.7, -0.7, -1
OC(COC(c1ccc(F)cc1)c1ccc(F)cc1)CN1CCCC(C(F)(F)F)C1 (centres undefined)
 : i, 14, 5, 0, 10, -2, 0, -0.5, -0.1, -9
Cc1ccc(C2(C)NC(=O)N(CC(=O)Nc3cc(S(=O)(=O)N4CCOCC4)ccc3OC(C)C)C2=O)cc1 (centres undefined)
 : i, 3, -1, -1, 7, 7, -2, -0.1, 0.5, -5
Cc1ccc(NCC(=O)N/N=C/c2cc(O)ccc2[N+](=O)[O-])cc1
 : i, 17, 1, -2, 3, -3, -2, 0.1, -0.3, -8
CCN(CC)c1ccc(/C=N/NC(=O)c2c(Cl)c(C)nn2C)cc1
 : +, 2, -3, -1, 1, 1, -15, -0.2, -2.2, -11
CN(C(=O)c1ccc([N+](=O)[O-])cc1)c1ccccc1C(=O)NCc1ccccc1
 : i, 5, 0, -1, 15, 3, -34, -0.4, 0.7, -2
Cc1[nH]c2ccccc2c1C(Nc1nccs1)c1ccncc1 (centres undefined)
 : i, 2, -2, 0, 3, 0, 2, 0.2, 0.8, -5

Entries from the list above with bromine:
The line under a structure holds: Neddyl block, SKN-1 inh, DNMT1 block, STEP block, CendR NRP1 mod, NadD inh, SUMO1 PPI mod, Tb MetRS inh, LMPTP block, Scp-1 inhibitor
Brc1ccc2ncnc(Nc3cccc4ccccc34)c2c1
 : i, 19, -6, 0, 1, 5, -3, -0.5, 1.6, -2
O=C(Oc1ccc(C(=S)N2CCOCC2)cc1Br)c1cc(Cl)ccc1Cl
 : i, 6, 2, 2, 6, -5, 17, -1.1, 1.5, -12

Carrying on:
The line under a structure holds: Neddyl block, SKN-1 inh, DNMT1 block, STEP block, CendR NRP1 mod, NadD inh, SUMO1 PPI mod, Tb MetRS inh, LMPTP block, Scp-1 inhibitor
O=S(=O)(Nc1cc(C(F)(F)F)ccc1N1CCOCC1)c1ccccc1
 : i, -14, 2, -2, -4, -4, -2, -0.4, 1.3, -11
N/C(=N\OCc1ccc([N+](=O)[O-])cc1)c1ccncc1
 : i, 11, 2, 0, 8, -2, -15, 0.4, -1.3, -4
O=C1CCC(=O)N1CCSC(=S)N1CCSCC1
 : i, -3, 1, 0, -2, -3, 1, -0.8, 1.0, 0
CC(=O)Nc1ccc(N2CCCC2)cc1
 : i, 12, -12, 5, -21, 18, 5, -0.2, 5.5, -14
Cc1c(NC(=O)CN2c3ccccc3CC2C)c(=O)n(-c2ccccc2)n1C (centres undefined)
 : i, -2, -1, 2, 2, 2, 0, 0.1, 1.5, 0
C/C(Cn1cnc([N+](=O)[O-])n1)=N\NC(=O)c1ccncc1
 : i, -13, 0, 2, 9, -4, -4, 0.3, -2.2, -7
COc1cc(OC)c(NC(=O)/C=C/C(=O)O)cc1Cl
 : i, -12, -3, -2, -6, 6, -2, 0.0, -2.2, -18
COc1cccc(C(=O)Nc2nc(-c3ccc(S(=O)(=O)N4CCOCC4)cc3)cs2)c1
 : i, -1, -12, -1, -4, -1, 7, -0.8, 2.1, -14
c1ccc(-c2cc(-c3ccccc3)ncn2)cc1
 : i, 28, -1, 1, 10, -7, 5, -0.3, 1.0, -7
Cc1ccc(/C=N/NC(=O)CSc2ccccn2)o1
 : i, -1, -2, 2, 6, 6, -10, 2.4, 0.6, 1
COc1ccc(C(=O)NCCn2ccc3ccccc32)cc1
 : i, -3, -8, 1, 18, -4, -5, -1.1, -0.9, -13
Cc1ccc(NC(=O)c2ccc(NC(=O)c3ccccc3)cc2)cc1C
 : nt, -9, 57*, -2, -5, -8, 19, -0.4, 4.8, -8
CCOC(=O)N1CCN(S(=O)(=O)c2ccc(C(=O)N(CCCN(C)C)c3nc4cc(OC)ccc4s3)cc2)CC1
 : i, 16, 0, 2, 3, -3, -5, -0.2, -1.8, -2
CCCCN(CCCC)C(=O)C[n+]1cccc(/C=N/O)c1
 : i, 3, 1, 0, -7, -3, 1, -0.3, -0.9, -4
O=C(NCC(=O)N(Cc1ccco1)C(C(=O)NC1CCCCC1)c1ccncc1)c1cccs1 (centres undefined)
 : i, 9, 1, 0, 4, 3, -3, 0.1, -0.1, -5
Cc1ccc2nc(NC(=O)c3ccc(OCC4CCCO4)cc3)sc2c1 (centres undefined)
 : i, 19, -9, -1, 1, 2, 6, 0.2, 0.9, 4
OCCC1CN(Cc2ccon2)CCN1Cc1ccccc1 (centres undefined)
 : i, 12, -2, -2, 9, -3, -4, 0.2, 0.1, 3
COc1cc(C(=O)N2CCC(NC(=O)C(Cc3ccccc3)NC(C)=O)CC2)cc(OC)c1OC (centres undefined)
 : i, -6, 1, -1, 9, -4, 0, -1.2, 0.8, 6
CCOC(=O)c1cc2occc2n1CC(=O)NC1CCCCC1C (centres undefined)
 : i, 5, 4, -2, 4, 3, -1, 0.9, -0.2, -3
O=C1CC(NCc2ccc(F)cc2)C(=O)N1c1ccccc1 (centres undefined)
 : i, 2, 3, -2, 2, -10, 0, -0.9, -0.6, -7
CSc1ccc(CNc2ccc(C)cc2)cc1
 : i, 4, -3, -5, 14, 1, 0, -0.5, 1.4, -5
O=C(N=C1SC2CS(=O)(=O)CC2N1c1ccccc1)c1cccc([N+](=O)[O-])c1 (centres undefined)
 : i, -3, -2, 6, -13, -8, -6, -0.4, -1.3, -1
COc1cc2c(cc1OC)CN(C(=O)C1CCCN1S(=O)(=O)c1ccc(C)cc1)CC2 (centres undefined)
 : i, -16, -3, 3, -6, 0, 11, -1.4, 0.7, -8
C[C@H]1CN[C@@H](CCO)/C1=C\c1ccccc1
 : i, 6, 5, -2, -1, 5, 1, -0.1, -0.3, -2
COc1ccc(C(=O)Nc2ccc(-c3ccc(C)o3)cc2)cc1S(=O)(=O)N1CCOCC1
 : i, -31, -13, 1, -1, -13, -4, -1.2, -0.5, 1
COc1ccc(N2CCN(c3nc4c(c(=O)n(C)c(=O)n4C)n3Cc3ccccc3)CC2)cc1
 : i, -1, -4, 3, 10, -2, 1, -0.8, 2.8, -13
COC(=O)CSc1nc(C)cc(C)n1
 : i, 11, 0, 0, -4, 7, -3, 0.9, -0.6, 1
CC1CCCC(C)N1/N=C/c1ccc(O)c(O)c1 (centres undefined)
 : i, 0, -5, 3, 5, 7, 3, -0.4, 39, -11
Cc1ccc2c(CN3CC(C)CC(C)C3)cc(=O)oc2c1 (centres undefined)
 : i, 18, 1, -1, 0, -5, -5, -0.5, -0.5, -6
COc1ccc(CCN2CCC(CN3C(=S)NC[C@@H]3CC(C)C)CC2)cc1OC
 : i, 4, 4, 3, 0, 1, 0, -0.2, -1.0, -2
CC1CC1C(=O)OCC(=O)Nc1cccc(F)c1 (centres undefined)
 : i, 21, 3, 0, 6, 4, -1, -0.1, -0.6, -2
CC(C)CC(OC(=O)c1cccs1)C(=O)NCc1cccs1 (centres undefined)
 : i, -8, 1, 0, 1, -6, -3, -0.7, 0.9, -8
COc1ccccc1OCCSc1nnc(C)n1-c1ccccc1
 : i, -15, 1, 1, 0, -3, -2, -0.8, -0.8, -1
O=C(CCC(=O)N(CC(=O)NC1CCCC1)Cc1ccccc1Cl)Nc1nccs1
 : i, 17, 0, 1, 5, -7, 2, -1.1, -2.0, -3
CCOC(=O)N1CCN(C(=O)c2cnn3c(C)c(Cc4ccc(C)cc4)c(C)nc23)CC1
 : nt, 3, 2, 1, 5, 0, 4, -0.5, -1.1, -11
